# Source: PubChem BioAssay
# Anesthetic bind – candidate novel general anesthetic via apoferritin binding | P02791 | apoferritin/1-aminoanthracene competitive binding, fluorescence | Potency, µM (series often up to 77.5 µM), for inactives: top-dose activity change, negative = displacement, usual class: inhibitors | 350,000 tested, 0.074% active | AID 485281; note: potency is the fitted concentration of half-maximal effect; % is set by controls: 0 for no effect and ±100 for the full control effect; nearly all actives have a fitted effect of over 20% in size
# Target sequence (P02791 2-175 limits assumed): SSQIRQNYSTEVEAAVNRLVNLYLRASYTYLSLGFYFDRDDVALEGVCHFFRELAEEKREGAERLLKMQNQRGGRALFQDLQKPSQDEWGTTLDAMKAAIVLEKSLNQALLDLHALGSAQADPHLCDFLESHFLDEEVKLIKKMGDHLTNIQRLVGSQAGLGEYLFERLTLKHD
#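 Horse-spleen apoferritin (10 uM) in 50% saturated 1-aminoanthracene in PBS was incubated 10 min at room temperature with compound. Fluorescence (ex 380, em 535 nm) was normalized to free and bound 1-AMA, with concentration-response fitted by a four-parameter Hill equation.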
# D2 PAM – positive allosteric modulators of human D2 dopamine receptor | P14416 | HEK293 T-REx D2, calcium flux, EC20 dopamine potentiation | potentiation, % at 10 µM | 340,000 tested, 0.34% active | AID 485347;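 active = potentiation over 3 SD above the plate norm, cut at about 30% in these data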; note: 0% is about no effect
#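 Primary screen. Calcium kinetics in induced HEK293 T-REx D2 cells: compound pre-addition 180 s, EC20 dopamine, 180 s more.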
# D1 ag – agonists of human D1 dopamine receptor. 360,000 tested, 1% active. P21728. activation, % at 2 µM. HEK293 T-REx D1 cells, calcium flux, agonist mode; in the data active = activation above about 30%; note: 0% is about no effect
# Target sequence (P21728 whole entry, looked up): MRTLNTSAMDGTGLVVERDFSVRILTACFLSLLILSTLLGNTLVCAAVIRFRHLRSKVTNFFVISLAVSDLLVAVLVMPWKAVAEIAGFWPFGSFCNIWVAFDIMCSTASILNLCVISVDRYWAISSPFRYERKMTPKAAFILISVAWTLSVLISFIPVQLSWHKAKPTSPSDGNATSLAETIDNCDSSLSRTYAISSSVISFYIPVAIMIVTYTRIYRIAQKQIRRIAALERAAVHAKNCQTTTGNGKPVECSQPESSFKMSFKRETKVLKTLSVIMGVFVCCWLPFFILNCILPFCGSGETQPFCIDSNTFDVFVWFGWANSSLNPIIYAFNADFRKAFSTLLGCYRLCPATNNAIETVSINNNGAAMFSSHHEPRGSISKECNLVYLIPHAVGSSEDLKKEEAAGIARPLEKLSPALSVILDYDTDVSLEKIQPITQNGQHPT
#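 Agonism was scored from calcium flux recorded over 180 s (1 read/s) after pintool compound addition, following a 10-cycle baseline. Cells were inducible force-coupled HEK293 TREx D1, plated overnight at 30 C and loaded with no-wash calcium dye.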
# RXFP1 antagonist – RXFP1 (human) relaxin receptor antagonism. activity change, negative = inhibition, % at 57.5 µM. AID 1259400. 350,000 tested, 0.59% active. HEK293-RXFP1, relaxin-stimulated cAMP HTRF, 30 min; hits give low values;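 active = activity change of -60% or lower, but not beyond a set lower limit; inconclusive = change between -60% and -40%, or beyond the set limit; inactive = change above -40%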; note: % is set by controls: 0 for no effect and ±100 for the full control effect
# D1 antagonist – blocks dopamine activation of the human D1 receptor; activity change, negative = inhibition, % at 10 µM; HEK293 TREx D1 cells, calcium flux, dopamine EC80; hits give low values; P21728; 360,000 tested, 3.2% active; AID 504652; in the data active = activity change below about -30%; note: % is set by controls: 0 for no effect and ±100 for the full control effect
#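 Tetracycline-induced HEK293 Trex D1 cells, force-coupled to calcium, dye-loaded; compounds added and read 180 s, then EC80 dopamine added and calcium flux tracked kinetically another 180 s.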
# TRHR agonist – TRH receptor (human) agonism. TRHR cells, calcium flux fluo-8, FDSS agonist mode. 360,000 tested, 0.18% active. P34981. activation, % at 2 µM; in the data active = activation above about 30%; note: 0% is about no effect
# Target sequence (P34981 whole entry, looked up): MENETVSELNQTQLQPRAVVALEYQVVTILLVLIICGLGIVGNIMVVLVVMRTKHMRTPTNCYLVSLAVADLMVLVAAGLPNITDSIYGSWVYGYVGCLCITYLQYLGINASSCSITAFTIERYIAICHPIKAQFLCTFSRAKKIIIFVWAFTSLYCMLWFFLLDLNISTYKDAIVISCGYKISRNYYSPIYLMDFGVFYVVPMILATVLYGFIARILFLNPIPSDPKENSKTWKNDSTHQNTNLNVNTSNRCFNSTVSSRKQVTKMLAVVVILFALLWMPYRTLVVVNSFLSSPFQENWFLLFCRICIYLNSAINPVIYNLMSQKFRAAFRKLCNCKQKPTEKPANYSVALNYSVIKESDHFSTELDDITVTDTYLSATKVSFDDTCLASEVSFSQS
#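 Steps: seed TRHR cells overnight; add fluo-8 no-wash Ca dye, RT 30 min–1.5 h; record 10 s baseline; pin-transfer compounds; monitor fluorescence 1 cycle/s for the agonist window. Calcium increases flag candidate agonists.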
# RXFP1 agonist – RXFP1 (human) receptor agonism | Q9HBX9 | HEK293T-RXFP1 cAMP TR-FRET, 30 min; response scale: percent of porcine relaxin response, buffer zero | Potency, µM (titrated, usually from 57.5 µM), inactives show top-dose activation, most hits filed as activators | 370,000 tested, 0.3% active | AID 2676; note: potency is the fitted concentration of half-maximal effect; % is set by controls: 0 for no effect and ±100 for the full control effect; nearly all actives have a fitted effect of over 60% in size; many of its hits are not listed in these tables
#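 HEK293T cells stably expressing RXFP1 were pretreated with the PDE4 inhibitor Ro 20174, exposed to compounds for 30 min at 37C, lysed, and cAMP was read by TR-FRET. Data normalized to buffer (basal) and 29 nM porcine relaxin (100%).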
# D1 PAM – potentiators of human D1 dopamine receptor; HEK293 TREx D1 cells, calcium flux, dopamine EC20 potentiation; potentiation, % at 10 µM; 360,000 tested, 0.036% active; in the data active = potentiation above about 30%; note: 0% is about no effect
# TRHR PAM – allosteric enhancers of human TRH receptor | enhancement, % at 2 µM | TRHR cells, fluo-8 calcium fluorescence, EC20 TRH enhancement | 360,000 tested, 0.66% active; in the data active = enhancement above about 30%; note: 0% is about no effect
#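 TRHR-expressing cells loaded with fluo-8 calcium dye were read kinetically (ex 480/em 530) during compound addition, then stimulated with an EC20 of TRH (10 nM final). Enhancement of the Gq-mediated intracellular calcium response was scored.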
# * hit, by the source's call; u = inconclusive; x = not tested or not shown; & = joins results of further samples. Unless noted, calls come from the whole dose curve; as a rule, active = well fitted curve in the direction sought with a large enough effect; inconclusive = small, poorly fitted or top-dose-only effect, or another doubt; inactive = no such curve, though single readings can be large; an effect the other way counts as inactive or inconclusive. Not all compounds are listed; count on the stated rates, not on these rows.
molecule | Anesthetic bind | D2 PAM | D1 ag | RXFP1 antagonist | D1 antagonist | TRHR agonist | RXFP1 agonist | D1 PAM | TRHR PAM
Cc1ccc(NS(=O)(=O)c2ccc(C(=O)N3CC(C)CC(C)C3)cc2)cc1 (configuration not stated) | x | 5 | 73* | -15 | -42* | 11 | 1.2% | 1 | -6
COc1cc(C(=O)NCCOc2ccccc2)c(Br)c(OC)c1OC | -2% | 4 | 0 | -2 | 0 | -1.4 | 0.2% | -6 | 1
Cc1cccc(CSc2nc3c(c(=O)n2C)SCC3)c1 | -18% | 2 | 9 | -9 | -31* | -1.5 | 6.0% | -3 | -9
CN(CCOc1ccc(Br)cc1)CC(O)c1ccccc1 (configuration not stated) | -2% | -2 | 1 | -4 | -6 | -1.3 | 1.8% | 7 | -12
CCOC(=O)c1c(S(=O)(=O)Nc2ccc(CN3CCC(C)CC3)cc2)c(C)n(C)c1C | -14% | -14 | 3 | 21 | -12 | -0.3 | 1.5% | 7 | -6
NNC(=O)CSc1nc(-c2ccccc2)nc2c1CCCC2 | -3% | 3 | 4 | -69* | -6 | 2.8 | -0.2% | -2 | -7
Cc1cc(C)n2c(-c3ccccc3Cl)nnc2n1 | -2% | 4 | 3 | x | -2 | 0.1 | 1.6% | -10 | 8
COC(=O)NC1(C(F)(F)F)NC(=O)N(C2CCCCC2)C1=O (configuration not stated) | -5% | 3 | 1 | -6 | 10 | 0.1 | 0.4% | 2 | 3
COc1ccc(N(CN2C(=O)C3C4C=CC(C4)C3C2=O)C(=O)c2ccco2)cc1 (configuration not stated) | -5% | x | -1 | 6 | 13 | 0.1 | 1.2% | -8 | -1
CCc1ccc(NC(=O)c2cc(C(C)=O)n3ccccc23)cc1 | 0% | -9 | 6 | u | -6 | -0.7 | 0.3% | -3 | 1
CN(C)c1nc(C=C(C#N)C#N)c(Cl)n1-c1ccc(F)cc1 | -18% | -5 | 0 | 4 | -9 | 1.2 | -1.1% | -1 | 4
O=C(NCCc1ccccc1)C(c1cccs1)N(C(=O)c1csnn1)C1CC1 (configuration not stated) | -11% | -7 | -1 | -3 | -4 | 0.0 | -0.5% | 0 | -11
Nc1ccc(C(=O)OCC(=O)Nc2ccc([N+](=O)[O-])cc2C(F)(F)F)cc1 | -12% | -6 | 6 | 1 | -12 | -0.6 | 1.5% | 0 | 8
CCCOc1cccc(C(=O)Nc2cc(-c3nc4ccccc4[nH]3)ccc2C)c1 | 4% | 5 | -3 | u | -4 | -0.4 | x | 0 | -1
Cc1c(NC(=O)/C=C/c2cccs2)c(=O)n(-c2ccccc2)n1C | -6% | 14 | 0 | -8 | -4 | 0.2 | 5.7% | 2 | -3
Cc1ccc(NC(=O)CSc2nc3[nH]ncc3c(=O)[nH]2)c(C)c1 | -1% | -21 | 1 | -4 | 0 | 0.1 | 1.7% | -5 | 8
Cc1cnc(C(=O)Nc2ccc(C(C)C)cc2)cn1 | -5% | 1 | -1 | -3 | -31* | -0.4 | 2.4% | -10 | -10
Cc1cccc2c1N(C)C(=O)C2=O | -4% | x | -2 | 3 | 7 | 0.3 | -1.4% | 0 | 3
O=S(=O)(N1CCOCC1)N1CCN(c2ccccc2F)CC1 | 1% | 10 | 3 | 16 | -3 | 0.2 | -0.3% | 1 | 4
COCCNS(=O)(=O)c1cc(C)c(C)cc1C | 4% | 10 | 0 | -19 | 3 | 0.0 | 0.9% | -3 | 1
CCOc1ccc(S(=O)(=O)NCCSCc2ccco2)cc1 | u | 1 | 2 | 1 | -18 | -0.5 | -1.5% | -7 | 0
CC1CCN(C(=O)CN2C(=O)C(C)(C)Oc3ccc(C(=O)NC(C)C)cc32)CC1 | 5% | 13 | -1 | 7 | 19 | 0.7 | 2.2% | 11 | 0
CC1CCc2c(sc(NC(=O)c3ccc(Cn4cc([N+](=O)[O-])cn4)o3)c2C#N)C1 (configuration not stated) | u | -6 | 1 | 4 | -5 | -0.4 | 2.2% | -2 | 2
O=C(CN1CCN(c2cccc(Cl)c2)CC1)Nc1ccc(S(=O)(=O)N2CCOCC2)cc1 | 0% | -26 | 14 | 1 | -14 | -0.2 | -1.1% | 11 | 6
CCc1nc(Nc2ccccc2F)c2oc3ccccc3c2n1 | -12% | 8 | 2 | 12 | 14 | -0.3 | -1.7% | -5 | 4

# Whole records as entered above. Values in the order: Anesthetic bind | D2 PAM | D1 ag | RXFP1 antagonist | D1 antagonist | TRHR agonist | RXFP1 agonist | D1 PAM | TRHR PAM
# Entry for O=S(=O)(N1CCOCC1)N1CCN(c2ccccc2F)CC1 : 1% | 10 | 3 | 16 | -3 | 0.2 | -0.3% | 1 | 4
# Entry for CC1CCN(C(=O)CN2C(=O)C(C)(C)Oc3ccc(C(=O)NC(C)C)cc32)CC1 : 5% | 13 | -1 | 7 | 19 | 0.7 | 2.2% | 11 | 0
# Entry for O=C(CN1CCN(c2cccc(Cl)c2)CC1)Nc1ccc(S(=O)(=O)N2CCOCC2)cc1 : 0% | -26 | 14 | 1 | -14 | -0.2 | -1.1% | 11 | 6

# Additional results
molecule | Anesthetic bind | D2 PAM | D1 ag | RXFP1 antagonist | D1 antagonist | TRHR agonist | RXFP1 agonist | D1 PAM | TRHR PAM
O=C(CSC1=NS(=O)(=O)c2ccccc2N1)Nc1nccs1 | x | -1 | 3 | 1 | -8 | 0.4 | 0.3% | -5 | 4
COc1ccc(C(=O)OCC(=O)NC2CCCC2)c(OC)c1 | 5% | -3 | 1 | 9 | -3 | 0.4 | 0.1% | -4 | -4
COC(=O)c1c(C)nc(C)c(C(=O)OC)c1-c1ccc(OC)c(OC)c1 | -7% | 2 | 1 | 6 | 4 | -0.2 | -0.5% | -1 | 8
CN(Cc1ccccc1)Cc1nc2c([nH]1)c(=O)n(C)c(=O)n2C | -3% | -1 | 6 | -6 | 7 | 0.4 | 5.4% | -1 | 4
CCOc1ccc2nc(N3CCCC(C(=O)NCCc4ccc(Cl)cc4)C3)sc2c1 (configuration not stated) | -5% | -5 | 0 | -1 | -17 | -0.2 | -0.7% | -3 | 20
Cc1cc(SCC(=O)Nc2ccc(O)cc2)n2nc(C)c(-c3ccccc3)c2n1 | -1% | -3 | 3 | -4 | -50* | 0.1 | 1.1% | -4 | 7
CCN(CC(=O)Nc1ccccc1C(F)(F)F)C(=O)c1ccc(N2CCCC2=O)cc1 | x | 4 | 6 | -3 | -24 | 0.3 | 3.3% | -5 | 0
COc1cc(S(=O)(=O)NCC2(N3CCCCC3)CCCCC2)ccc1NC(C)=O | x | -1 | 1 | -8 | 0 | 0.1 | -1.0% | 0 | 8
COc1cccc(/C=N/NC(=O)N/N=C/c2cccc(OC)c2O)c1O | u | -2 | 2 | -17 | 2 | -0.3 | -1.3% | -10 | -2
CCOc1ccc(C2C(C(=O)c3cccs3)=C(O)C(=O)N2Cc2cccnc2)cc1OC (configuration not stated) | -8% | 8 | 6 | -4 | 11 | -0.3 | 8.7% | 0 | 1
Cc1ccc2c(c1)C(O)(CC(=O)c1cccc(-n3cccc3)c1)C(=O)N2 (configuration not stated) | u | 6 | 2 | -17 | 3 | -0.5 | -0.2% | -3 | -1
O=C(CN1CCN(S(=O)(=O)c2ccc(Br)cc2)CC1)N/N=C/c1ccccc1C(=O)O | 1% | -4 | 1 | -20 | 12 | 0.3 | 1.8% | -3 | 4
O=C(Nc1cccc2cccnc12)c1cccc2ccccc12 | -1%&-13% | 9&21 | 2&5 | 8 | 10&4 | -0.5&-0.4 | 2.0%&1.6% | -1&-1 | -5&-14
CCCCN(CC)S(=O)(=O)c1ccc(C(=O)Nc2nnc(COC)o2)cc1 | -18% | 3 | 2 | -1 | 5 | 0.1 | -0.5% | 0 | -7
O=C(Nc1cccc(F)c1)C1CCCN(S(=O)(=O)c2ccc(-n3cnnn3)cc2)C1 (configuration not stated) | -11% | -5 | 3 | -8 | -6 | 0.4 | -1.1% | -5 | -2
O=c1cc(N2CCN(c3ccccc3)CC2)[nH]c(=O)n1Cc1ccc(F)cc1 | -6% | 0 | 3 | 1 | 19 | -0.8 | -0.2% | 2 | -1
COc1cc(/C=N/NC(=O)c2c(-c3ccccc3)noc2C)cc(OC)c1OC | -2% | -21 | 2 | -5 | -23 | 0.2 | -1.6% | -10 | -17
COCCNC(=O)CN1CCCCCC1 | -1% | -1 | 2 | -10 | -4 | 0.7 | -2.9% | 8 | 10
CCCOc1ccc(/C(O)=C2/C(=O)C(=O)N(CCN(C)C)C2c2ccc(O)c(OC)c2)cc1 (configuration not stated) | -19% | 12 | 2 | -1 | 2 | 0.9 | 0.5% | 0 | 8
CN(C)/C=C/C(=O)c1ccncc1 | -11% | -10 | 1 | 3 | -4 | -0.2 | 0.4% | -5 | -7

# 5 compounds drawn at random from those above:
molecule | Anesthetic bind | D2 PAM | D1 ag | RXFP1 antagonist | D1 antagonist | TRHR agonist | RXFP1 agonist | D1 PAM | TRHR PAM
Nc1ccc(C(=O)OCC(=O)Nc2ccc([N+](=O)[O-])cc2C(F)(F)F)cc1 | -12% | -6 | 6 | 1 | -12 | -0.6 | 1.5% | 0 | 8
O=C(NCCc1ccccc1)C(c1cccs1)N(C(=O)c1csnn1)C1CC1 (configuration not stated) | -11% | -7 | -1 | -3 | -4 | 0.0 | -0.5% | 0 | -11
CN(C)c1nc(C=C(C#N)C#N)c(Cl)n1-c1ccc(F)cc1 | -18% | -5 | 0 | 4 | -9 | 1.2 | -1.1% | -1 | 4
COC(=O)NC1(C(F)(F)F)NC(=O)N(C2CCCCC2)C1=O (configuration not stated) | -5% | 3 | 1 | -6 | 10 | 0.1 | 0.4% | 2 | 3
CCOc1ccc2nc(N3CCCC(C(=O)NCCc4ccc(Cl)cc4)C3)sc2c1 (configuration not stated) | -5% | -5 | 0 | -1 | -17 | -0.2 | -0.7% | -3 | 20
